Screening data as filed in PubChem BioAssay.
ELG1 genotoxic = qHTS screen for small molecules that induce genotoxicity in human embryonic kidney (HEK293T) cells expressing luciferase-tagged ELG1 | HEK293T ELG1-luciferase reporter, luminescence, 16 h | Potency, µM (titrated, usually from 46 µM), for inactives: top-dose activity change, positive = activation, actives largely listed as activators | actives 1.3% (n = 330,000) | AID 504466, 2011; further: % of control where 0% means no effect; nearly all actives have a fitted effect of over 60% in size
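Genotoxicity was scored as increased ELG1-luciferase reporter signal, measured by ONE-Glo luminescence (30 min, room temperature). Compound or vehicle exposure of the HEK293T reporter cells lasted 16 hr at 37°C.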
RORgamma inh = qHTS for inhibitors of ROR gamma transcriptional activity | Nuclear receptor ROR-gamma (Mus musculus), P51450 | actives 5.4% (n = 310,000) | Potency, µM (series often up to 53.6 µM), without a hit: top-dose activity change, negative = inhibition, usual class: inhibitors | Drosophila S2 Gal4-RORgamma UAS-luciferase reporter, 20 h | AID 2551, 2010; further: on the % scale 0 is the no-effect control and ±100 the full control effect; nearly all actives have a fitted effect of over 60% in size
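Read-out: Photinus luciferase luminescence; inhibitors lower reporter signal. Insect Schneider cells with Gal4-ROR gamma fusion under metallothionein promoter, UAS reporter; 700 uM final copper sulfate induction, 20 hr, ambient temperature.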
MBNL1-CUG inh = qHTS Assay for Inhibitors of MBNL1-poly(CUG) RNA binding. TR-FRET MBNL1-His/biotin-(CUG)12 binding, 665/545 ratio. Potency, µM (titrated, usually from 57.5 µM), without a hit: at the highest dose activity change, negative = inhibition, most hits filed as inhibitors. actives 0.036% (n = 280,000). AID 2675, 2010; active means well fitted inhibition curve with a large enough effect in the signal ratio, with a control signal flat, not every such curve was filed as active; inconclusive means small, poorly fitted or top-dose-only effect, or effect the other way, or a change in a side signal; inactive means no such curve, though single readings can be large or run the other way; the % refers to the signal ratio; further: on the % scale 0 is the no-effect control and ±100 the full control effect
Target sequence (Q9NR56 whole entry, looked up): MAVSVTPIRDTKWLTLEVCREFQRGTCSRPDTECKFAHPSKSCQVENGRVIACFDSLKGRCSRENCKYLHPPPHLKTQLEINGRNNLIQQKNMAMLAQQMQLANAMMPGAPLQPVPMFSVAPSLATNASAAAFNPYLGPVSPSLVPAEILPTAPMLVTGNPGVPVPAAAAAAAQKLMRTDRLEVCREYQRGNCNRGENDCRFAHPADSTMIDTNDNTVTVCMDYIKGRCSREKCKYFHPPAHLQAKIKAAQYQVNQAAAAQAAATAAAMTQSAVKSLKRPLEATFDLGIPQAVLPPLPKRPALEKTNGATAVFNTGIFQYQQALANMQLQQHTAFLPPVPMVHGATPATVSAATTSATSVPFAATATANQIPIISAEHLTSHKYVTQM
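Ratiometric TR-FRET (665 over 545 nm, excitation 340 nm) tracks disruption of MBNL1-His/biotin-(CUG)12 complex after 60 min at room temperature, with compounds at 92 nM to 58 uM final.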
NPC1 prom act = qHTS Assay for NPC1 Promoter Activators; Huh7 NPC1 promoter luciferase reporter, 24 h; AID 485313, 2010; Potency, µM (top dose mostly 9.22 µM), for the others: top-dose activation, actives largely listed as activators; actives 2.4% (n = 320,000);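 further: % of control where 0% means no effect; nearly all actives have a fitted effect of over 60% in size; reporter is driven by a mutant NPC1 promoter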
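Stable NPC1-promoter luciferase Huh7 line; cpd (DMSO) 24 h, 37 °C, 5% CO2; Amplite luciferase reagent 10 min RT; luminescence readout. qHTS format.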
uPA surface inh = qHTS for Inhibitors of Cell Surface uPA Generation. Potency, µM (titrated, usually from 38.3 µM), for inactives: top-dose activity change, negative = inhibition, usual class: inhibitors. actives 0.31% (n = 330,000). AID 540303, 2011. cell surface uPA generation assay, qHTS; active means well fitted inhibition curve with a large enough effect; inconclusive means small, poorly fitted or top-dose-only effect; inactive means no such curve, though single readings can be large or run the other way; tested in mouse RAW 264.7 cells; further: on the % scale 0 is the no-effect control and ±100 the full control effect; nearly all actives have a fitted effect of over 55% in size
BRCA1 expr act = qHTS Assay to Identify Small Molecule Activators of BRCA1 Expression | MCF7-BRCA1-FFLuc reporter, luminescence, 48 h; response scale: scaled: vehicle 0%, 10 µM genistein 100% | Potency, µM (titrated, usually from 46.1 µM), for the others: at the highest dose activation, usual class: activators | actives 1.1% (n = 380,000); further: nearly all actives have a fitted effect of over 80% in size; some results filed as inactive show a strong effect at the top dose
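Cells: MCF7-BRCA1-FFLuc, 2000/well. Exposure: 48 h, 37 °C, 5% CO2. Read: luminescence, 15 min post-substrate. Controls: genistein 10 microM (maximal activation), DMSO (neutral).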
p53 reactivation = qHTS assay for re-activators of p53 using a Luc reporter. H1299 p53-A138V BP100-luciferase reporter, luminescence, 24 h. Potency, µM (top dose mostly 92.2 µM), for inactives: at the top dose activity change, positive = activation, hits mostly activators. actives 0.063% (n = 320,000); further: % of control where 0% means no effect; nearly all actives have a fitted effect of over 45% in size
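H1299 (p53-null), stable ts p53-A138V + BP100-Luc; 1000 cells/well, Opti-MEM/10% FBS; cpd 4 pt, 1:5; 24 h, 37 deg C, 5% CO2; detection reagent 10 min RT; luminescence.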
Gal4-VP16 FLuc = VP16 counterscreen qHTS for inhibitors of ROR gamma transcriptional activity; Drosophila S2 Gal4-VP16 UAS-luciferase, luminescence, 20 h; Potency, µM (titrated, usually from 53.6 µM), for the others: at the highest dose activity, negative = inhibition, usual class: inhibitors; actives 3.5% (n = 310,000); AID 2546, 2010;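 further: Gal4-VP16 expression switched on by copper sulfate through the metallothionein promoter; on the % scale 0 is the no-effect control and ±100 the full control effect; nearly all actives have a fitted effect of over 50% in size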
FLuc counter = qHTS profiling assay for firefly luciferase inhibitor/activator using purifed enzyme and Km concentrations of substrates (counterscreen for miR-21 project) | Luciferin 4-monooxygenase (Photinus pyralis), P08659 | purified FLuc, Km substrates, luminescence inhibition | Potency, µM (highest dose often 57.5 µM), for inactives: top-dose activity change, negative = inhibition, most hits filed as inhibitors | actives 6.9% (n = 360,000);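 further: plate controls were vehicle for no effect and reference inhibitor for full effect; nearly all actives have a fitted effect of over 55% in size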
Target sequence (P08659 whole entry, looked up): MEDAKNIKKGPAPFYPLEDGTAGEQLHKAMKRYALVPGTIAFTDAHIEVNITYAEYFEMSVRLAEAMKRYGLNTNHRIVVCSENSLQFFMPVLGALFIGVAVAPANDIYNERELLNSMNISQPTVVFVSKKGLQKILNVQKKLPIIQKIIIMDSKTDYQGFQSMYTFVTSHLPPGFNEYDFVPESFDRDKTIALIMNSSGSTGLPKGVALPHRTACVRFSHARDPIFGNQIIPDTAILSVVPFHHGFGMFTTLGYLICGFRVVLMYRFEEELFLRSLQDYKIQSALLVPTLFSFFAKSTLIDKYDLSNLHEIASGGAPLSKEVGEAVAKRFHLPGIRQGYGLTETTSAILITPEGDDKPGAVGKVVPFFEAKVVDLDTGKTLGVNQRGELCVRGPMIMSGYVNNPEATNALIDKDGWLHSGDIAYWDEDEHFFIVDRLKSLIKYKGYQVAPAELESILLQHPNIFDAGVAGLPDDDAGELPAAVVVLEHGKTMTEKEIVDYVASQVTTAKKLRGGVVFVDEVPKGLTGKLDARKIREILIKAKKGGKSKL
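Purified P. pyralis luciferase (10nM final) with 10uM D-luciferin and 10uM ATP (Km levels) in 50mM Tris acetate pH 7.5, 10mM Mg acetate, 0.01% Tween-20, 0.05% BSA; qHTS 6-point titration, ~60 µM downward; luminescence read.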
Rab9 prom act = qHTS Assay for Rab9 Promoter Activators | Potency, µM (top dose mostly 9.22 µM), for inactives: at the top dose activation, negative = inhibition, most hits filed as activators | actives 2.8% (n = 320,000) | Huh7 Rab9 promoter-luciferase reporter, luminescence, 24 h; further: % of control where 0% means no effect; nearly all actives have a fitted effect of over 60% in size
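Cell-based reporter: Huh7 stable for Rab9 promoter-driven luciferase, plated in reduced-serum medium with 10% FBS at 1500 cells/well, compound-treated 24 h at 37 °C, luminescence read after 10 min reagent.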
* marks the source's active call; other numbers are inactive results; ? = inconclusive; · = not tested or not shown; [ ] = remark or other dose. Unless noted, the call rests on the fitted dose curve; in most records, active means well fitted curve in the direction sought with a large enough effect; inconclusive means small, poorly fitted or top-dose-only effect, or another doubt; inactive means no such curve, though single readings can be large; an effect the other way counts as inactive or inconclusive. Potency means the concentration at half of the fitted maximal effect. Not a hit list; overall some 13% were active at least once.

1: COCc1ccc(CN2CCCC(C(=O)Nc3ccc(-c4cccc(OC)c4)cc3)C2)o1 (stereo unspecified)
2: COc1ccc(C(=O)NC2CCCc3ccccc32)cc1[N+](=O)[O-] (stereo unspecified)
3: COC(=O)[C@H](Cc1ccccc1)NC(=O)c1ccc2ccccc2n1
4: COc1ccc(/C=C/c2nc(S(=O)(=O)c3ccccc3)c(NCCCN(C)C)o2)cc1OC
5: C=CCn1c(-c2ccccc2)ccc(C#N)c1=O
6: COCCn1c(SCc2cccnc2)nnc1-c1ccco1

Compound | 1 | 2 | 3 | 4 | 5 | 6
ELG1 genotoxic | -20% | 9% | 3% | 7% | 0% | -1%
RORgamma inh | 35% | 0% | -1% | -22% | -21% | -5%
MBNL1-CUG inh | 1% | 19% | 6% | ? | 0% | -8%
NPC1 prom act | 1% | -24% | 0% | -9% | 1% | 0%
uPA surface inh | -27% | -6% | · | 9% | -7% | 1%
BRCA1 expr act | 28% | -75%[inhibitor] | 16% | 4% | -29% | -20%
p53 reactivation | -2% | -118%[inhibitor] | 30% | 4% | 13% | 0%
Gal4-VP16 FLuc | 21% | -8% | -3% | 13% | 10% | 12%
FLuc counter | 0% | -14% | 6.7µM* | -1% | -1% | -4%
Rab9 prom act | 3% | 4% | 2% | -2% | -2% | 1%

7: COc1ccc(C(=O)Nc2nc3ccccc3s2)c(OC)c1
8: COC(=O)c1ccccc1NC(=O)/C=N/O
9: CCOC(=O)c1c(NC(=O)CCN2C(=O)c3ccccc3C2=O)sc(C(=O)OC(C)C)c1C
10: CCOC(=O)C1=C(CSc2nc3c(cc2C#N)CN(C)CC3)OC(N)=C(C#N)C1c1ccccc1 (stereo unspecified)
11: COc1cc2c(cc1NC(=S)NC(=O)c1c(OC)cccc1OC)oc1ccccc12
12: COc1ccc(CCNC(=O)Cn2cnc3c2c(=O)n(C)c(=O)n3C)cc1OC

Compound | 7 | 8 | 9 | 10 | 11 | 12
ELG1 genotoxic | -28% | 1% | 3% | 4% | 1% | 2%
RORgamma inh | · | 26% | -1% | 5% | 3.5µM* | -1%
MBNL1-CUG inh | 27% | -3% | 4% | ? | ? | -4%
NPC1 prom act | ? | 5% | -2% | -2% | -8% | -6%
uPA surface inh | -18% | 22% | · | 4% | 18% | -2%
BRCA1 expr act | -97%[inhibitor] | -26% | 2% | -23% | -24% | 11%
p53 reactivation | · | -4% | 2% | 4% | -15% | 2%
Gal4-VP16 FLuc | · | 17% | -1% | -2% | ? | -1%
FLuc counter | 0.015µM* | -2% | -10% | 2% | 5% | 0%
Rab9 prom act | -25% | -4% | 2% | 1% | -1% | -2%

13: CCOC(=O)c1ccc(NC(=O)CSc2nc(NC(=O)c3ccccc3)c3c(C)c(C)oc3n2)cc1
14: Cc1noc(C)c1COC(=O)COc1ccc2c(C)cc(=O)oc2c1
15: Cc1nc(C2COc3ccccc3O2)sc1C(=O)O (stereo unspecified)
16: COc1ccc(C(O)(C(C)C)C(CN2CCOCC2)c2ccc(Cl)cc2)cc1 (stereo unspecified)
17: COC(=O)c1ccc(-c2noc(CN(Cc3nccn3C)C(C)C)n2)cc1
18: Cc1ccc(NS(=O)(=O)c2ccc(C)c(C(=O)NCC(c3ccccc3)N(C)C)c2)cc1 (stereo unspecified)

Compound | 13 | 14 | 15 | 16 | 17 | 18
ELG1 genotoxic | -1% | -6% | 7% | -6% | -4% | -3%
RORgamma inh | -2% | ? | -3% | -3% | 10µM* | ·
MBNL1-CUG inh | -1% | 4% | · | -2% | -3% | ·
NPC1 prom act | -1% | 7% | 9% | -25% | -4% | 1%
uPA surface inh | 4% | -2% | 2% | -6% | 1% | -8%
BRCA1 expr act | -40% | 3% | 61% | -21% | -12% | -5%
p53 reactivation | -3% | -3% | -3% | -7% | 2% | 1%
Gal4-VP16 FLuc | 0% | 1% | 3% | -5% | -6% | ·
FLuc counter | -11% | 0% | ? | 2% | 4% | 4%
Rab9 prom act | 7% | -7% | 6% | -2% | 1% | 1%

Full records, looked up by structure. Values in the order: ELG1 genotoxic | RORgamma inh | MBNL1-CUG inh | NPC1 prom act | uPA surface inh | BRCA1 expr act | p53 reactivation | Gal4-VP16 FLuc | FLuc counter | Rab9 prom act
CCOC(=O)c1c(NC(=O)CCN2C(=O)c3ccccc3C2=O)sc(C(=O)OC(C)C)c1C as listed: 3% | -1% | 4% | -2% | · | 2% | 2% | -1% | -10% | 2%
C=CCn1c(-c2ccccc2)ccc(C#N)c1=O as listed: 0% | -21% | 0% | 1% | -7% | -29% | 13% | 10% | -1% | -2%

Continued.
19: CN1CCC(N(C)C(=S)Nc2ccc(SC(F)F)cc2)CC1
20: CCCC1CCC(c2ccc(OCC)cc2)=CC1=O (stereo unspecified)
21: COc1ccc(C)c(S(=O)(=O)Nc2ccc(OCC(=O)O)cc2)c1
22: CCc1ccccc1S(=O)(=O)Cc1ccc(C(=O)NCC2CCCO2)o1 (stereo unspecified)
23: CC12CCC(=O)N1C(C(=O)N1CCN(S(=O)(=O)c3ccc(F)c(F)c3)CC1)CS2 (stereo unspecified)
24: CCOc1cc(/C=N/N=C(/N)c2nonc2N)cc(Br)c1OCc1ccc(Cl)cc1

Compound | 19 | 20 | 21 | 22 | 23 | 24
ELG1 genotoxic | 3% | ? | 3% | 0% | -6% | 4%
RORgamma inh | -6% | ? | -11% | 29% | · | ?
MBNL1-CUG inh | · | 20% | -23% | -21% | · | 3%
NPC1 prom act | 2% | 2µM* | 0% | 0% | -1% | -1%
uPA surface inh | 1% | 19% | 13% | 0% | 2% | 3%
BRCA1 expr act | -12% | 8.9µM* | -2% | 6% | -21% | -24%
p53 reactivation | 9% | · | -4% | 7% | 1% | -7%
Gal4-VP16 FLuc | 1% | -9% | -5% | 8% | · | -22%
FLuc counter | -1% | 6.7µM* | -1% | 5% | 0% | 2%
Rab9 prom act | -2% | 3.5µM* | -2% | -6% | -2% | -5%

25: Cc1c(C(=O)N2CCC3(CC2)CC(=O)c2ccccc2O3)cccc1[N+](=O)[O-]
26: COc1cccc(NC(=O)c2nc3ncccn3n2)c1
27: COC(=O)c1ccc(SCC(=O)N2CCC(C)CC2)c([N+](=O)[O-])c1
28: NC(=O)C(CCC(=O)c1ccc(Br)cc1)S(=O)(=O)c1ccccc1 (stereo unspecified)
29: O=C1c2cccnc2C(Nc2ccc(Br)cc2Br)N1Cc1cccs1 (stereo unspecified)
30: N#CCCn1cc(C=C(C#N)C#N)c(-c2ccc(-c3ccccc3)cc2)n1

Compound | 25 | 26 | 27 | 28 | 29 | 30
ELG1 genotoxic | -4% | · | 3% | -2% | ? | 0%
RORgamma inh | · | 32% | 19% | 1% | 0% | ?
MBNL1-CUG inh | · | -12% | ? | -4% | -3% | ·
NPC1 prom act | -3% | · | -3% | -2% | -5% | 15%
uPA surface inh | -10% | -9% | -2% | 1% | · | -11%
BRCA1 expr act | 3% | 3% | -2% | -7% | · | 0%
p53 reactivation | -3% | · | 4% | -3% | -2% | -16%
Gal4-VP16 FLuc | · | 22% | 17% | 1% | 7% | 20µM*
FLuc counter | 1% | ? | -10% | -7% | 4% | -4%
Rab9 prom act | -5% | · | -3% | -2% | 3% | 0%

31: Cc1cccc(CSc2nc3c(c(=O)n2C)SCC3)c1
32: O=C(CNC(=O)c1ccccc1)OCc1ccc([N+](=O)[O-])cc1
33: O=C(CSC1=NCCS1)N1CCCCCC1
34: Cc1ccn2cc(C34CC5CC(CC(C5)C3)C4)nc2c1
35: CCCCOCCCNS(=O)(=O)c1ccccc1
36: CCOC(=O)C(=CNc1ccc2c(c1)nnn2-c1ccc(Cl)cc1)C(=O)OCC
37: C=CC(c1ccccc1)C(C(=O)c1ccccc1)N(C)C (stereo unspecified)
38: C#CCOC(=O)CCCC(=O)Nc1ccccc1OC

Compound | 31 | 32 | 33 | 34 | 35 | 36 | 37 | 38
ELG1 genotoxic | -4% | -1% | 10% | -3% | 0% | 17% | -3% | 0%
RORgamma inh | -14% | -5% | 40% | ? | 17% | 34% | 13% | 3%
MBNL1-CUG inh | 16% | · | 5% | 2% | -3% | -1% | 2% | 1%
NPC1 prom act | -3% | -1% | 15% | -1% | -1% | -3% | 1% | -5%
uPA surface inh | 2% | 2% | -2% | -4% | -1% | -2% | 6% | 4%
BRCA1 expr act | -46% | -13% | 0% | 66% | -7% | -62% | -12% | 2%
p53 reactivation | -3% | ? | ? | 1% | -8% | -8% | 0% | -1%
Gal4-VP16 FLuc | ? | ? | 2% | ? | -3% | -5% | 14% | -6%
FLuc counter | ? | -1% | 2% | 6.7µM* | 0% | -1% | 2% | 3%
Rab9 prom act | -2% | -2% | 13% | 0% | 0% | 1% | 2% | -7%
